Source: PubChem BioAssay (several laboratories)
BoNT F protease = blocks Botulinum neurotoxin F light chain protease; Multiplex microsphere protease cleavage assay, flow cytometry; inhibition, % at 10 µM; 360,000 compounds, 0.22% hits; AID 588497; in the data active means inhibition above about 35%, passing the limit was not always enough; inconclusive means no clear call, values can overlap the other calls; further: plate controls were buffer without enzyme for full effect and enzyme alone for no effect
UGM FP inh = inhibitors of M. tuberculosis UDP-galactopyranose mutase. purified UGM, fluorescence polarization probe displacement. P9WIQ1. inhibition, % at 10 µM. 320,000 compounds, 0.06% hits; in the data active means inhibition above about 10%, passing the limit was not always enough; inconclusive means no clear call, values can overlap the other calls
Target sequence (P9WIQ1 whole entry, looked up): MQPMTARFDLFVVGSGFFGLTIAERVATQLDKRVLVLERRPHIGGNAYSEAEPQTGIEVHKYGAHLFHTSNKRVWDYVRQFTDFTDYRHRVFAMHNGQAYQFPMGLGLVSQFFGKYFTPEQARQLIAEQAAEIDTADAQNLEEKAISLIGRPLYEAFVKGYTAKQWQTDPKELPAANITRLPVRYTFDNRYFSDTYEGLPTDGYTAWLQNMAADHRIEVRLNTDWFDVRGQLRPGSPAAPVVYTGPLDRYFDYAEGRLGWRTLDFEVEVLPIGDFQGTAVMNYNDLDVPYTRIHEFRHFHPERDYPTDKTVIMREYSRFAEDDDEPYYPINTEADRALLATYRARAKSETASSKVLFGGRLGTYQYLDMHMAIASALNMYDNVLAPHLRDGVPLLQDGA
PfHsp40 rescue = compounds rescuing yeast from Plasmodium falciparum HSP40 toxicity; S. cerevisiae expressing PfHsp40, growth rescue, ATP luminescence; growth rescue, % at 12.5 µM; 340,000 compounds, 0.68% hits; in the data active means growth rescue above about 28%, passing the limit was not always enough; inconclusive means no clear call, values can overlap the other calls;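 further: yeast W303a lacking pdr1 and pdr3 grown in galactose medium; growth measured after three days at 30 °C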
FadD28 binding = M. tuberculosis FadD28 bisubstrate binding inhibition; inhibition, % at 12.5 µM; FadD28 bisubstrate probe binding, fluorescence polarization; AID 588549; 360,000 compounds, 0.22% hits; in the data active means inhibition above about 8.5%, passing the limit was not always enough; inconclusive means no clear call, values can overlap the other calls
GDH-TPI inh = GDH-TPI coupled enzyme inhibition counter-screen; GDH-TPI coupled enzyme counterscreen, NADH absorbance; inhibition, % at 4.8 µM; 360,000 compounds, 1.2% hits; AID 588335; in the data active means inhibition above about 30%;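 further: 0% = DMSO wells and 100% = wells lacking the enzyme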
Mtb FBA inh = inhibitors of M. tuberculosis fructose-bisphosphate aldolase; purified M. tuberculosis FBA, fluorescence read-out; inhibition, % at 1 µM; 360,000 compounds, 2.3% hits; P9WQA3; AID 588726; in the data active means inhibition above about 27%;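 further: 0% = vehicle and 100% = reference inhibitor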
Target sequence (P9WQA3 whole entry, looked up): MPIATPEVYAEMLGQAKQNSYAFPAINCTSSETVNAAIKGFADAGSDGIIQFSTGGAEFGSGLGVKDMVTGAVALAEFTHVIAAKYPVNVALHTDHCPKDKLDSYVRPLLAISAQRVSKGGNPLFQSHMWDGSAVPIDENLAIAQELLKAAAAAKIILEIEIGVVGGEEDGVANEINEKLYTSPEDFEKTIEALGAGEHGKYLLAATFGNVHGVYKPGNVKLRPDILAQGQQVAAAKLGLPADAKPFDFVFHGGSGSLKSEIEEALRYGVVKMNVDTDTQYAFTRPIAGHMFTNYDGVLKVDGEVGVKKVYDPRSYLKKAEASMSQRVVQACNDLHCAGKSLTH
Anthrax LF prot = anthrax lethal factor protease inhibition; P15917; multiplex microsphere protease cleavage assay, LF; inhibition, % at 10 µM; 360,000 compounds, 0.12% hits; further: plate controls were buffer without enzyme for full effect and enzyme alone for no effect
BioA inh = blocks M. tuberculosis BioA enzyme activity | inhibition, % at 9.99 µM | AID 602481 | purified M. tuberculosis BioA enzyme, plate reader | 360,000 compounds, 0.096% hits; in the data active means inhibition above about 40%; inconclusive means no clear call, values can overlap the other calls
BoNT A protease = blocks Botulinum neurotoxin A light chain protease. inhibition, % at 10 µM. 360,000 compounds, 0.17% hits. multiplex microsphere protease substrate cleavage, flow cytometry; further: plate controls were buffer without enzyme for full effect and enzyme alone for no effect
The depositor's hits bear a star. Unless noted, no stated cut-off is given here; in the data, active means inhibition above about 30%; inconclusive means no clear call, values can overlap the other calls; inactive means below that.

Screening COc1cccc(-n2c(N)c(C(=O)Nc3c(C)n(C)n(-c4ccccc4)c3=O)c3nc4ccccc4nc32)c1 returned BoNT F protease inconclusive, UGM FP inh -5.4, PfHsp40 rescue 0.4, FadD28 binding -1.3, GDH-TPI inh 36.5*, Mtb FBA inh 9.9, Anthrax LF prot -1.2, BioA inh -2.3 and BoNT A protease 1.4.
For CC(C)COc1ccc(-c2nnc(-c3ccco3)o2)cc1 the results were BoNT F protease -6.3, UGM FP inh -0.4, PfHsp40 rescue -0.8, FadD28 binding 0.7, GDH-TPI inh 1.8, Mtb FBA inh 42.7*, Anthrax LF prot -2.1, BioA inh -0.9 and BoNT A protease -2.7.
`CCOc1ccc(NC(=O)c2ccc(NC(=S)NC3CCCCC3)cc2)cc1` gave BoNT F protease 1.6, UGM FP inh 3.9, PfHsp40 rescue -0.5, FadD28 binding -2.3, GDH-TPI inh 13.2, Mtb FBA inh 2.2, Anthrax LF prot 0.1 and BoNT A protease 0.2.
Screening Cn1c(SCc2nc3ccccc3[nH]2)nnc1-c1cccnc1 returned BoNT F protease -2.1, UGM FP inh -0.7, PfHsp40 rescue 0.3, FadD28 binding -4.5, GDH-TPI inh -5.8, Mtb FBA inh -3.0, Anthrax LF prot 2.7, BioA inh 13.8 and BoNT A protease inconclusive.
`COc1ccc(Cl)cc1C(=O)Nc1ccc2nc3n(c(=O)c2c1)CCCC3` gave BoNT F protease -11.9, UGM FP inh 1.2, PfHsp40 rescue -1.6, GDH-TPI inh -3.2, Mtb FBA inh -0.1, Anthrax LF prot -0.8, BioA inh -1.2 and BoNT A protease -0.2.
`CCCc1cc(C(=O)N2CCN(S(=O)(=O)c3ccc(OC)c(OC)c3)CC2)cs1` gave BoNT F protease 0.4, UGM FP inh -0.3, PfHsp40 rescue -0.3, FadD28 binding -1.2, GDH-TPI inh -4.9, Mtb FBA inh 0.7, Anthrax LF prot -0.8, BioA inh 3.9 and BoNT A protease -0.4.
`O=C(CCc1nnc(CCCCc2ccccc2)o1)N1CCN(CCO)CC1` gave BoNT F protease 2.1, UGM FP inh -0.3, PfHsp40 rescue -0.8, FadD28 binding -0.7, GDH-TPI inh 8.2, Mtb FBA inh 7.8, Anthrax LF prot -8.2, BioA inh -0.9 and BoNT A protease 0.5.
Screening COc1nnc(-c2ccc(C)c(S(=O)(=O)NCC3CCCO3)c2)c2ccccc12 (stereo unspecified) returned BoNT F protease 5.7, UGM FP inh -2.9, PfHsp40 rescue 1.0, FadD28 binding -0.7, GDH-TPI inh -5.5, Mtb FBA inh -0.6, Anthrax LF prot -0.9, BioA inh -0.9 and BoNT A protease -0.6.
COc1cccc(CNC(=O)CN(C)S(=O)(=O)c2ccc(Br)s2)c1 was read as BoNT F protease -33.2, UGM FP inh 1.5, PfHsp40 rescue 1.4, FadD28 binding -3.3, GDH-TPI inh 10.3, Mtb FBA inh 0.6, Anthrax LF prot -3.1, BioA inh 1.0 and BoNT A protease -3.2.
Screening O=C(CCC(=O)Nc1ccccc1)NNC(=O)c1ccco1 returned BoNT F protease -6.2, UGM FP inh 2.7, PfHsp40 rescue -1.1, FadD28 binding 0.3, GDH-TPI inh 1.2, Mtb FBA inh 1.6, Anthrax LF prot 0.1, BioA inh -1.9 and BoNT A protease -0.2.
CC(C)Oc1ccc(S(=O)(=O)N2CCCCC2)cc1NC(=O)C1=NN(c2ccccc2)C(=O)CC1 was read as BoNT F protease -0.1, FadD28 binding -3.6, GDH-TPI inh 8.4, Mtb FBA inh -4.0, Anthrax LF prot -6.3, BioA inh -1.4 and BoNT A protease -0.1.
Screening COc1cc2c(cc1CN1CCN(C(=O)c3cc(OC)c(OC)c(OC)c3)CC1)OCO2 returned BoNT F protease -18.8, UGM FP inh -0.2, PfHsp40 rescue -0.8, FadD28 binding 1.2, GDH-TPI inh -2.6, Mtb FBA inh 3.8, Anthrax LF prot -6.9, BioA inh 1.9 and BoNT A protease 2.9.
`CCOC(=O)c1c(C)[nH]c(N=Nc2ccccc2Cl)c1C` gave BoNT F protease -4.2, UGM FP inh -0.2, PfHsp40 rescue 3.3, FadD28 binding -3.2, GDH-TPI inh 7.5, Mtb FBA inh -14.9, Anthrax LF prot -7.7 and BoNT A protease -0.2.
`c1ccc(-c2cc3nc(NCc4ccc5c(c4)OCO5)ccn3n2)cc1` gave BoNT F protease -5.3, FadD28 binding -1.0, GDH-TPI inh 8.4, Mtb FBA inh 12.3, Anthrax LF prot -5.5, BioA inh -0.8 and BoNT A protease -0.7.
`CN1CCC(=O)N([C@H](CSc2ccc(Br)cc2)Cc2ccccc2)CC1` gave BoNT F protease -8.3, UGM FP inh 3.9, PfHsp40 rescue 0.9, FadD28 binding -0.1, GDH-TPI inh 6.5, Mtb FBA inh 5.2, Anthrax LF prot -7.4, BioA inh 0.1 and BoNT A protease -0.3.
Cc1nc(N2CCC(C)CC2)c2oc3ccccc3c2n1 was read as BoNT F protease 7.1, UGM FP inh -0.6, PfHsp40 rescue 2.3, FadD28 binding -2.5, GDH-TPI inh 18.1, Mtb FBA inh 2.9, Anthrax LF prot -4.1 and BoNT A protease 0.8.
CC(=C/c1ccccc1)/C=C1/SC(N2CCOCC2)=NC1=O was read as BoNT F protease 16.4, UGM FP inh 1.9, PfHsp40 rescue -1.5, FadD28 binding -2.3, GDH-TPI inh 32.0*, Mtb FBA inh 0.0, Anthrax LF prot -1.5, BioA inh 3.9 and BoNT A protease 0.2.
Screening CC(C)[C@@H](C(=O)N1CCNCC1)n1cc(CCO)nn1 returned BoNT F protease 1.0, UGM FP inh -0.9, PfHsp40 rescue -0.8, FadD28 binding -1.2, GDH-TPI inh -2.5, Mtb FBA inh -1.7, Anthrax LF prot -0.9, BioA inh -0.5 and BoNT A protease 0.2.
For O=C(CCNC(=O)C1CCN(S(=O)(=O)c2ccccc2)CC1)NCc1ccc(Cl)cc1 the results were BoNT F protease -2.2, UGM FP inh -1.2, PfHsp40 rescue -1.3, FadD28 binding 0.9, GDH-TPI inh -5.6, Mtb FBA inh 5.7, Anthrax LF prot 2.0, BioA inh -0.9 and BoNT A protease -2.4.
For CCOC(=O)C1CCN(C(=O)Cn2ncc3c([nH]c4ccccc43)c2=O)CC1 the results were BoNT F protease -1.4, UGM FP inh -3.3, PfHsp40 rescue -0.3, FadD28 binding -5.2, GDH-TPI inh -11.1, Mtb FBA inh -3.8, Anthrax LF prot -0.4, BioA inh -1.1 and BoNT A protease 0.0.
Screening O=c1c2c(nc3nc[nH]n13)CCC2 returned BoNT F protease -7.3, UGM FP inh 1.9, PfHsp40 rescue 0.2, FadD28 binding -2.6, GDH-TPI inh -2.3, Mtb FBA inh -4.1, Anthrax LF prot 2.3, BioA inh -1.5 and BoNT A protease -0.4.
CCOc1ccc(S(=O)(=O)N(C)CC(=O)NCCN2CCOCC2)cc1 was read as BoNT F protease -15.8, UGM FP inh 0.4, PfHsp40 rescue -1.5, FadD28 binding 0.5, GDH-TPI inh -4.5, Mtb FBA inh 0.2, Anthrax LF prot 0.1 and BoNT A protease -4.5.
COC(=O)c1cn(NC(=O)C2CCC(C(C)(C)C)CC2)c(=O)c2ccccc12 (stereo unspecified) was read as BoNT F protease 3.9, UGM FP inh -3.2, PfHsp40 rescue 0.4, FadD28 binding -2.1, GDH-TPI inh 4.6, Mtb FBA inh 1.7, Anthrax LF prot -23.7, BioA inh 0.6 and BoNT A protease 0.5.
For C/C(CC(=O)Nc1cccnc1)=N\NC(=O)c1ccc([N+](=O)[O-])c(Cl)c1 the results were BoNT F protease -2.0, UGM FP inh -0.4, PfHsp40 rescue -0.7, FadD28 binding -0.7, GDH-TPI inh 10.6, Mtb FBA inh 2.1, Anthrax LF prot 0.1 and BoNT A protease 0.2.
For CC(C)C(=O)Nc1nnc(CCN2CCOCC2)s1 the results were BoNT F protease -4.8, UGM FP inh -1.0, PfHsp40 rescue -1.0, FadD28 binding 1.1, GDH-TPI inh 1.7, Mtb FBA inh 0.2, Anthrax LF prot -6.4, BioA inh -0.4 and BoNT A protease -0.6.
For CCCC[C@@H]1C=C(C(=O)O)[C@H](c2ccc(CC)cc2)N1S(=O)(=O)c1ccc(C)cc1 the results were BoNT F protease -2.5, PfHsp40 rescue 0.8, FadD28 binding -0.5, GDH-TPI inh 13.5, Mtb FBA inh 1.9, Anthrax LF prot 3.5, BioA inh 2.9 and BoNT A protease 0.1.
COc1ccc2cc(C(C)C(=O)Nc3cccc(S(=O)(=O)N(C)C)c3)ccc2c1 (stereo unspecified) was read as BoNT F protease -2.4, UGM FP inh 2.2, PfHsp40 rescue 0.5, FadD28 binding 2.3, GDH-TPI inh -0.8, Mtb FBA inh -3.8, Anthrax LF prot 2.2, BioA inh -0.6 and BoNT A protease -0.9.
CC(C)NC(=O)C(Sc1ccccc1)c1ccccc1 (stereo unspecified) was read as BoNT F protease 2.3, UGM FP inh -3.0, PfHsp40 rescue -0.8, FadD28 binding 0.9, GDH-TPI inh 6.5, Mtb FBA inh -6.8, Anthrax LF prot 5.7, BioA inh -1.5 and BoNT A protease 0.0.
COc1ccc(-c2csc3ncnc(N4CCN(S(=O)(=O)c5ccc(C)c(C)c5)CC4)c23)cc1 was read as BoNT F protease 10.4, UGM FP inh -2.5, PfHsp40 rescue -1.7, FadD28 binding -1.0, GDH-TPI inh 0.7, Mtb FBA inh 0.2, Anthrax LF prot -0.8, BioA inh -1.6 and BoNT A protease -0.1.
COc1ccc(CSc2nc(C)[nH]c2[N+](=O)[O-])cc1[N+](=O)[O-] was read as BoNT F protease inconclusive, UGM FP inh -2.8, PfHsp40 rescue 0.7, FadD28 binding 0.5, GDH-TPI inh 41.5*, Mtb FBA inh -9.8, Anthrax LF prot 1.2, BioA inh -1.4 and BoNT A protease 4.2.

In the list so far, 2 have a nitro group on carbon:
For C/C(CC(=O)Nc1cccnc1)=N\NC(=O)c1ccc([N+](=O)[O-])c(Cl)c1 the results were BoNT F protease -2.0, UGM FP inh -0.4, PfHsp40 rescue -0.7, FadD28 binding -0.7, GDH-TPI inh 10.6, Mtb FBA inh 2.1, Anthrax LF prot 0.1 and BoNT A protease 0.2.
COc1ccc(CSc2nc(C)[nH]c2[N+](=O)[O-])cc1[N+](=O)[O-] was read as BoNT F protease inconclusive, UGM FP inh -2.8, PfHsp40 rescue 0.7, FadD28 binding 0.5, GDH-TPI inh 41.5*, Mtb FBA inh -9.8, Anthrax LF prot 1.2, BioA inh -1.4 and BoNT A protease 4.2.

Next entries.
`C=CCn1c(C)cc(C(=O)Cn2ncc(Cl)c(Cl)c2=O)c1C` gave BoNT F protease 4.4, UGM FP inh -0.9, PfHsp40 rescue -1.7, FadD28 binding -3.4, GDH-TPI inh 8.5, Mtb FBA inh 3.2, Anthrax LF prot -1.5, BioA inh 3.0 and BoNT A protease 1.5.
`O=S(=O)(Nc1cccc(Cl)c1)c1ccc2oc(=S)[nH]c2c1` gave BoNT F protease -6.0, UGM FP inh -1.7, PfHsp40 rescue 1.9, FadD28 binding 3.5, GDH-TPI inh 0.0, Mtb FBA inh -1.6, Anthrax LF prot -3.2 and BoNT A protease 1.1.
For O=S(=O)(Nc1ccc2c(c1)nc1n2CCOC1)c1ccc(Cl)cc1 the results were BoNT F protease 2.5, UGM FP inh 1.6, PfHsp40 rescue 0.8, FadD28 binding -5.1, GDH-TPI inh 1.0, Mtb FBA inh -5.2, Anthrax LF prot 1.7, BioA inh 1.8 and BoNT A protease 1.1.
Screening COc1c(OC)c(O)c2c(=O)cc(-c3c(O)cccc3O)oc2c1OC returned BoNT F protease -8.7, UGM FP inh 2.7, PfHsp40 rescue 1.1, FadD28 binding -4.3, GDH-TPI inh 7.8, Mtb FBA inh -1.4, Anthrax LF prot -5.3, BioA inh 3.9 and BoNT A protease -0.1.
COc1ccc(Br)cc1C(=O)Nc1ccc(N2CCCC2)cc1 was read as BoNT F protease -25.1, UGM FP inh -1.3, PfHsp40 rescue -0.4, FadD28 binding -5.0, GDH-TPI inh 1.4, Mtb FBA inh 0.7, Anthrax LF prot -8.7, BioA inh -0.9 and BoNT A protease -0.9.
